Bioassay records: PubChem, National Center for Advancing Translational Sciences (NCATS)
EPAC2 antagonist: EPAC2 (human) antagonism; EPAC2 GEF exchange of Rap1B-BODIPY-GDP, fluorescence; actives 0.18% (n = 360,000); Potency, µM (titrated, usually from 114 µM), without a hit: top-dose activity, negative = inhibition, most hits filed as inhibitors; note: potency is the fitted concentration of half-maximal effect; % is set by controls: 0 for no effect and ±100 for the full control effect; nearly all actives have a fitted effect of over 45% in size; many of its hits are not listed in these tables
CCT modulator: modulators of cytosolic chaperonin (CCT/TRiC) activity; purified chaperonin ATPase assay, HTRF ADP detection, 30 min; activity change, % (no concentration beside the values), hits read low; actives 0.3% (n = 360,000); AID 651819; in the data active = activity change below about -30%; note: % is set by controls: 0 for no effect and ±100 for the full control effect
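We incubate TRiC, 40 or 20 nM final, with library compounds at 76 uM and 10 uM ATP for 30 min at 37 °C. ADP formed is detected with Transcreener HTRF reagents after 30 min at room temperature.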
DRD3 agonist: D3 dopamine receptor (human) agonism. P35462. D3R DiscoveRx beta-arrestin cells, luminescence, 90 min. max activation, %. actives 0.58% (n = 410,000); in the data active = max activation above about 30%; note: 0% is about no effect; mostly tested at two doses, the higher about 12 µM
Target sequence (P35462 whole entry, looked up): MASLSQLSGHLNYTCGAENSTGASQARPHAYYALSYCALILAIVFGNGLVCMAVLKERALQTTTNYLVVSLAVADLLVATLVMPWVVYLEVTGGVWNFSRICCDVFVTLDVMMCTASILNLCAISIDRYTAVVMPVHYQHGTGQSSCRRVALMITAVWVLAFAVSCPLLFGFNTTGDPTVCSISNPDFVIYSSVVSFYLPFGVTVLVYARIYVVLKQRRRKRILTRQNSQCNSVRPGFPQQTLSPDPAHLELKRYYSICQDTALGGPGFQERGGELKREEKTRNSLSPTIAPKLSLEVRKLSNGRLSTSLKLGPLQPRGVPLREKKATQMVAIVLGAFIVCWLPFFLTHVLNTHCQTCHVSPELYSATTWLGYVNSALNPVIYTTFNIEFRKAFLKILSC
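Agonist mode: compounds and dopamine controls were applied to plated cells for 90 min at 37 degrees C after an overnight attachment at 1500 cells/well. Luminescent read-out followed 30 - 60 minutes at room temperature with DiscoveRx detection reagent.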
Akt phos inh: inhibitors of Akt phosphorylation; Neuro2A IGF-stimulated pAkt S473 HTRF, 20 min; stronger effect = lower value; activity change, % for hits at 50 µM; actives 0.32% (n = 360,000); in the data active = activity change below about -80%; inconclusive = mostly about -51% to -80%; note: % is set by controls: 0 for no effect and ±100 for the full control effect
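Single-point screen (50 µM final compound) in Neuro2A cells stimulated 20 min with 6 nM IGF at 37 deg C. After lysis, Ser473-phosphorylated Akt read by HTRF (ex 330 nm, em 615/665 nm) as the 665/615 ratio.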
MmCpn inh: M. maripaludis TRiC chaperonin inhibition. Potency, µM (top dose mostly 76.9 µM), inactives show at the top dose activity, negative = inhibition, usual class: inhibitors. actives 0.031% (n = 330,000). purified Mm-Cpn ATPase, ADP Transcreener TR-FRET. AID 504842; note: potency is the fitted concentration of half-maximal effect; % is set by controls: 0 for no effect and ±100 for the full control effect; nearly all actives have a fitted effect of over 80% in size
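Eu-cryptate anti-ADP/ADP-d2 competition gives a ratio inversely related to ADP. Enzyme at 25 nM was pre-exposed to compound for 10 min, then given 10 uM ATP for 30 min, 37°C throughout.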
PTHR1 ag: agonists of human PTHR1 parathyroid hormone receptor | Potency, µM (top dose mostly 115 µM), for inactives: top-dose activation, usual class: activators | Q03431 | actives 0.075% (n = 410,000) | HEK293 GP2 PTHR1 cells, GloSensor cAMP luminescence, 1 h; note: potency is the fitted concentration of half-maximal effect; nearly all actives have a fitted effect of over 55% in size; some results filed as inactive show a strong effect at the top dose; inactives centre near -15; many of its hits are not listed in these tables
Target sequence (Q03431 whole entry, looked up): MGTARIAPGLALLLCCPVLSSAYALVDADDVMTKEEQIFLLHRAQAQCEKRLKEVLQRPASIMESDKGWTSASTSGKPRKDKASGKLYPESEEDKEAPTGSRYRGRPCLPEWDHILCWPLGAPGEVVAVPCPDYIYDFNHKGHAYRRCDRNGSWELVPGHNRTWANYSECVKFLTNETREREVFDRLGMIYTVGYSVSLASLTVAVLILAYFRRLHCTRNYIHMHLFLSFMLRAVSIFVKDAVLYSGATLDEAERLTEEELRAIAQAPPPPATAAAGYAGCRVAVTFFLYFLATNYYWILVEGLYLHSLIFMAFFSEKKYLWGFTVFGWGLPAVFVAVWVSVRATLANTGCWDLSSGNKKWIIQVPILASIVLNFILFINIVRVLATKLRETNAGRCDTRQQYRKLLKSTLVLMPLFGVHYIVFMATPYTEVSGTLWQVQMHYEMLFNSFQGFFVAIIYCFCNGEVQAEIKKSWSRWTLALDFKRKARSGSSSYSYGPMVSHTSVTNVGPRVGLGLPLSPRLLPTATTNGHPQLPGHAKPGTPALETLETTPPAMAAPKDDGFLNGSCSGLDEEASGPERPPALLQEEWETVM
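HEK-293-derived GP2 cells expressing PTHR1 and a GloSensor cAMP reporter, 3,000/well, plated overnight, given luciferin plus IBMX (each 0.5 mM as added) for 1 h at 37 °C, then compound for 1 h at 37 °C. Luminescence was read after 15 min at room temperature.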
D3 antag: blocks the human D3 dopamine receptor | max response, negative = inhibition, % | actives 2.5% (n = 360,000) | D3R cells, DiscoveRx beta-arrestin luminescence, antagonist mode; stronger effect = lower value; in the data active = max response below about -50%; inconclusive = no clear call, values can overlap the other calls; note: % is set by controls: 0 for no effect and ±100 for the full control effect; mostly tested at two doses, the higher about 12 µM
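Cells plated overnight at 1500 cells/well, then exposed to library compounds with dopamine controls for 90 minutes at 37 degrees C. DiscoveRx reagent added for 30–60 minutes at room temperature; luminescence read, quantitative HTS format.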
EPAC2 ag: agonists of human EPAC2 (RAPGEF4). Q8WZA2. EPAC2 activation, biochemical qHTS; response scale: 100% = 6.5 mM cAMP response. Potency, µM (doses to about 154 µM), for the others: at the top dose activation, most hits filed as activators. actives 0.079% (n = 360,000); note: potency is the fitted concentration of half-maximal effect; nearly all actives have a fitted effect of over 50% in size
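Readout is BODIPY fluorescence (480 nm excitation, 540 nm emission), which falls as labeled GDP is exchanged off Rap1B. EPAC2 at 100 nM acted on 250 nM RAP1B-BODIPY-GDP with 50 uM GDP present.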
An asterisk follows results filed as active; i = inactive; ? = inconclusive; / = no result given; & = joins results of further samples; [ ] = another dose, or the depositor's remark. Unless noted, calls come from the whole dose curve; as a rule, active = well fitted curve in the direction sought with a large enough effect; inconclusive = small, poorly fitted or top-dose-only effect, or another doubt; inactive = no such curve, though single readings can be large; an effect the other way counts as inactive or inconclusive.

Results follow in this order: Akt phos inh, EPAC2 ag, MmCpn inh, CCT modulator, EPAC2 antagonist, D3 antag, PTHR1 ag, DRD3 agonist
CCOc1ccc(NC(=O)N2CCN(C(=O)c3ccco3)CC2)cc1
    i, 15%, -1%, -4.1, -1%, -14, -23%, -5
Cc1ccc(C)c(OCc2cc(C(=O)N3CCN(c4cnccn4)CC3)no2)c1
    i, 7%, 0%, -0.3, -1%, -2, -69%[inhibitor], -4
CC(=O)Nc1c2c(nn1-c1ccc(C)cc1)CS(=O)(=O)C2
    i, 6%, 3%, -0.9, -5%, -9, i, 3
CCCCn1c(N)c(N(CCOC)C(=O)c2ccc(Br)s2)c(=O)[nH]c1=O
    i, -1%, -3%, -0.4, 5%, 7, -8%, -2
CCc1ccc(OC(=O)/C=C/c2ccco2)cc1
    i, 17%, -3%, -2.2, -12%, -7, -47%[inhibitor], 2
O=C(NCCCCNC(=O)c1c(F)c(F)c(F)c(F)c1F)c1c(F)c(F)c(F)c(F)c1F
    i, 3%, -16%, -1.4, -9%, 19, i, -1
Cc1ccc(S(=O)(=O)CCSc2nc(C)cc(C)c2C#N)cc1
    i, 18%, -2%, 1.0, ?, 15, -30%[57.5 µM], 9
O=[N+]([O-])c1ccc(O)c(C(C#Cc2ccccc2)N2CCOCC2)c1 (stereo not drawn)
    i, 14%, -3%, -0.5, -23%, 7, -29%, 1
Nc1nnc(SCCN2C(=O)c3ccccc3C2=O)s1
    i, 5%, 0%, 2.3, 2%, -8, i, 1
c1ccc(-c2ccc3ccccc3n2)cc1
    i, 15%, /, -0.3, -12%, -4, -20%, 0
CC(=O)N1N=C(c2ccccc2)OC1(C)CC(=O)Nc1ccccc1 (stereo not drawn)
    i, 6%, 0%, 1.9, 2%, 0, i, 2
O=C(COC(=O)c1cccs1)Nc1ccc(Cl)cn1
    i, -5%, 1%, 0.5, 5%, 4, i, 5
CN(C)c1nc(NCc2ccccc2)nc(N/N=C/c2cccc(Br)c2)n1
    i, 8%, -1%, -1.4, -11%, 2, i, -5
O=C(Nc1ccc(F)cc1F)c1cc2ccccc2oc1=O
    i, 0%, -2%, -1.2, -1%, 0, i, 1
NC(=S)Nc1ccc(Cl)cc1Cl
    i, -2%, ?, -2.4, 4%, -13, i, -17
Cc1ccc2ncnc(Nc3ccccc3)c2c1
    i, 3%, 2%, 2.4, 3%, 1, i, 2
Cc1[nH]c(=S)c(C#N)c(C)c1CC(=O)c1ccc(Br)cc1
    i, 12%, -2%, -1.6, 12%, -17, 14µM*, -16
Cn1c(=O)cc(SCC(=O)NCC2CCCO2)c2ccc(Cl)cc21 (stereo not drawn)
    i, 0%, -4%, 1.3, -2%, 3, i, 1
Cc1ccc(NC(=O)C(C)Sc2nnc(-c3cccnc3)n2-c2ccccc2)cc1 (stereo not drawn)
    i, 2%, 0%, -0.2, 0%, 15, -10%, -7
NNC(=O)CCC(=O)Nc1ccccc1
    i, 10%, -2%, -0.1, 0%, 2, -24%, 1
COc1cc(NC(=O)C(c2ccccc2)c2ccccc2)c(C(=O)O)cc1OC
    i, -1%, 0%, -1.0, 1%, 23, -7%, 1
COc1ccc(OC)c(-c2cc(C(=O)NCc3ccc(Cl)cc3)no2)c1
    i, 3%, 0%, 1.6, 7%, 2, -11%&-20%, -15&-23
Cc1cc(Cl)ccc1C(=O)C1CCCN(C(=O)/C=C/c2cnn(C)c2)C1 (stereo not drawn)
    i, 1%, -7%, 1.2, 8%, -10, i, 0
Cc1ccc(NC(=O)C2CCCN(S(=O)(=O)c3cnc[nH]3)C2)c(Br)c1 (stereo not drawn)
    i, 3%, 1%, -0.2, -8%, 13, i, 0
Cc1csc(NC(=O)C2CCN(S(=O)(=O)c3ccccc3F)CC2)n1
    i, 3%, 3%, -0.7, 12%, -19, -10%, -5
COc1ccc(NC(=O)Nc2c[nH]c(=O)[nH]c2=O)cc1OC
    i, 7%, 2%, 4.3, 6%, 8, i, 7
CCOC(CNC(=O)c1ccc2c(c1)ncn2-c1cccc(F)c1)OCC
    i, 4%, 0%, -1.2, 6%, -6, i, 8
Cc1cc(C)c(OCCCCn2cnc3ccccc3c2=O)c(C)c1
    i, 6%, 2%, 1.1, 0%, 21, i, 17
Cc1cc(C)c(C)c(OCC(=O)O/N=C(\N)c2cccnc2)c1
    i, -5%, -3%, 0.5, ?, 5, -56%[inhibitor], 10
COC(=O)C1=C(C)N(Cc2cccnc2)C(=O)/C1=C\c1sccc1C
    i, 2%, 0%, 0.7, 2%, 12, i, -4
COC(=O)c1cccc(NC(=O)c2nn(C)c(=O)c3ccccc23)c1
    i, 6%, 0%, -0.3, -5%, 14, -15%, 4
CC(=O)Nc1ccc(-c2nnc(SCC(=O)n3c4c(c5ccccc53)CCCC4)n2C)cc1
    i, -11%, 1%, -1.0, 10%, 6, -3%, 6
Cc1cccc(-n2c(SCC(=O)N3CCCC3)nc3n[nH]c(C)c3c2=N)c1
    -104%*, 4%, -26%, -2.9, -7%, 15, 2%[57.5 µM], 13
Cc1ccc(S(=O)(=O)N2CCC(C(=O)OCC(=O)N3C(C)CCCC3C)CC2)cc1C (stereo not drawn)
    i, 0%, /, -0.2, 6%, 13, -23%, 1
CCCn1cc(CN2CCCC(CNC(=O)c3ccc(F)cc3)C2)c(C)n1 (stereo not drawn)
    i, 6%, -1%, -3.0, -8%, -2, i, -5
O=C1OC(=O)c2cc([N+](=O)[O-])ccc21
    i, 8%, 0%, 0.7, -3%, ?, -2%, -15
NC(COCc1ccccc1)c1csc(Nc2ccccn2)n1 (stereo not drawn)
    i, 13%, /, -2.2, 7%, -10, 0%, 6
CCOc1ccc(CC2S/C(=N/c3ccccn3)NC2=O)cc1 (stereo not drawn)
    i, 9%, 1%, -2.1, -3%, -2, -11%[57.5 µM], 2
COc1ccc(C2C(C(C)=O)=C(O)C(=O)N2c2ccc(O)cc2)cc1 (stereo not drawn)
    i, 5%, -1%, -2.6, -2%, -11, 10%, -8
Cc1ccc(NC(=O)CC[C@H]2O[C@@H](n3cnc4c(NC(=O)c5ccccc5)ncnc43)[C@H](O)[C@@H]2O)cc1C
    i, 1%, /, -0.5, 11%, 5, -23%, -6
CN(C)CCOC(=O)C12CC3(C)CC(C)(CC(C)(C3)C1)C2
    i, 2%, -1%, 1.7, 10%, -84*, ?, -23
Cc1ccc(/C=C(\NC(=O)c2ccc(C)cc2)C(=O)NCCCn2ccnc2)cc1
    i, 17%, ?, 0.6, 10%, -8, -17%, 2
Nn1c(SCc2ccc([N+](=O)[O-])cc2)nc2ccccc2c1=O
    i, 12%, 3%, -0.5, -1%, -12, i, 1
Nn1c(SCC(=O)Nc2cccc(S(N)(=O)=O)c2)nnc1C1CC1
    i, 10%, 3%, -0.9, 8%, 3, -6%, 3
COc1cc(CC(=O)Nc2ccc3c(c2)CCC3)cc(OC)c1OC
    i, 2%, 0%, -1.1, -1%, 5, -22%, -2
CC(C)N(C)CCOC(=O)c1ccc2c(c1)OCCO2
    i, 3%, 0%, -1.2, 5%, -10, -14%[57.5 µM], -4
Cc1cccc(-n2c(=S)[nH]c3sc4c(c3c2=O)CCc2ccccc2-4)c1
    i, 1%, -3%, -4.5, -16%, -14, i, -2
COc1ccc(/C=C(\C#N)c2n[nH]c(Cn3cncn3)n2)cc1
    i, 7%, -1%, -5.6, 3%, -15, ?, -5
CSc1nnc2ccc(-c3ccc(C)cc3)nn12
    i, 0%, -4%, 2.7, -8%, -2, i, -3
CC(C)c1nnc(NC(=O)CCC(=O)N2CCN(C3CCCCC3)CC2)s1
    i, 0%, 3%, -4.9, 5%, 5, i, 0
CCOC(=O)N1CCC(NC(=O)c2cc3cc4cc(OC)ccc4nc3o2)CC1
    i, -2%, 3%, -0.8, -6%, 6, -31%[inhibitor], -16
O=C1COc2ccc(S(=O)(=O)CCC(=O)N3CCN(c4cccc(Cl)c4)CC3)cc2N1
    /, 3%, -1%, 0.0, -15%, 16, -95%[inhibitor], 2
Cc1ccc(CN2CCN(C3CSCCSC3)CC2CCO)cc1 (stereo not drawn)
    i, -1%, 0%, -0.8, -3%, -2, i, -12
O=C(CCN=C1NS(=O)(=O)c2ccccc21)Nc1ccc(Cl)cc1F
    i, -5%, -2%, -1.7, 0%, -15, 3%, -16
CC(C)OCCCNC(=S)NNC(=O)C(c1ccccc1)c1ccccc1
    i, -6%, 4%, -1.5, 1%, 12, i, 5
CN(Cc1nc(-c2ccccc2)no1)C(=O)c1ccco1
    i, 7%, 1%, -2.5, -8%, 1, -3%, 1
CCOC(=O)C1CCN(C2CCN(C(=O)c3oc4c(F)cccc4c3C)CC2)CC1
    i, 4%, 2%, -9.4, -9%, -17, i, -9
CC(=O)C(Cc1ccccc1)NC(=O)COc1ccc2c(c1)OCO2 (stereo not drawn)
    i, 2%, 0%, -2.7, ?, 0, i, -6
CC(C)CCNC(=O)c1ccc2c(Cl)c3c(nc2c1)CCC3
    i, -4%, 2%, -3.3, 6%, 11, -23%, 4
COc1cc(-c2ccc(N3C(c4ccsc4)=Cc4ccc(F)cc4C3c3c[nH]c4ccc(C#N)cc34)cc2)cc(OC)c1OC (stereo not drawn)
    i, 3%, /, -0.9, 6%, 20, -15%, 8

The listing continues:
Results follow in this order: Akt phos inh, EPAC2 ag, MmCpn inh, CCT modulator, EPAC2 antagonist, D3 antag, PTHR1 ag, DRD3 agonist
COc1ccc(/C=C2/SC(=S)N(CCC(=O)Nc3cccnc3)C2=O)cc1OC
    i, -3%, /, -0.1, 8%, 14, i, 1
C=C1C(=O)O[C@@H]2C[C@@H](C)[C@@H]3C=CC(=O)[C@@]3(C)[C@@H](OC(C)=O)[C@H]12
    i, 5%, 0%, 0.4, 4%, -84*, -49%[inhibitor], -59
OCC1OC(n2cnc3c(=S)nc[nH]c32)CC1O (stereo not drawn)
    i, 2%, /, 1.9, 10%, -5, -1%, 2
CCOC(=O)c1csc(-c2ccc3c(c2)CCO3)n1
    i, 2%, 0%, 0.0, -14%, -23, i, -17
CC(C)(CO)NC(=O)Nc1ccc(Cl)c(Cl)c1
    i, 9%, 2%, -2.5, -3%, -10, -14%, -11

2 compounds drawn at random from the list so far:
Results follow in this order: Akt phos inh, EPAC2 ag, MmCpn inh, CCT modulator, EPAC2 antagonist, D3 antag, PTHR1 ag, DRD3 agonist
COc1ccc(/C=C(\C#N)c2n[nH]c(Cn3cncn3)n2)cc1
    i, 7%, -1%, -5.6, 3%, -15, ?, -5
Cc1csc(NC(=O)C2CCN(S(=O)(=O)c3ccccc3F)CC2)n1
    i, 3%, 3%, -0.7, 12%, -19, -10%, -5

Some of the compounds tested; the hit share may differ from the screen's.
